S3 lipid droplet = qHTS Assay for Lipid Storage Modulators in Drosophila S3 Cells; Drosophila S3 cells, BODIPY lipid droplet fluorescence, 18-24 h; cells fed with added oleic acid; lipid storage change, negative = inhibition, % at the top dose, mostly 46.1 µM; hits show Potency in µM; hit rate 0.64% among 320,000; AID 2685; active means well fitted inhibition curve with a large enough effect in the signal ratio, with a control signal flat, not every such curve was filed as active; inconclusive means small, poorly fitted or top-dose-only effect, or effect the other way, or a change in a side signal; the % refers to the signal ratio
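Drosophila S3 cells loaded with oleic acid (400 uM, as added) and compounds at several concentrations; lipid droplets imaged by 488-nm laser-scanning cytometry, 500–530 nm intensity and object ratio to cell channel. Percent activity normalized to 20 uM Triacsin C.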
S3 lipid droplet cell count max = also measured in S3 lipid droplet; calls as there; cell number change, %; measured here: cell count max response;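 cells counted by Cell Tracker Red CMTPX staining in the red channel; peak over a dose series mostly up to 46.1 µM; percent activity relative to internal control wells on each plate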
Active calls of the source: *; i = inactive; ? = inconclusive; . = not tested or not shown; [ ] = another dose, or the depositor's remark. On the % scale 0 is the no-effect control and ±100 the full control effect; potency means the concentration at half of the fitted maximal effect. Not all compounds are listed (hit frequency here may not be typical).

Preview:
Second line of a record: S3 lipid droplet	S3 lipid droplet cell count max
Cc1ccc(N2C(=O)N(CC(=O)N3c4ccccc4CC3C)C(=O)C2C)cc1 (centres undefined)
→ ?	.
Cc1ccc(C(=O)Nc2ccccc2C(=O)NC(CC(=O)O)C(=O)O)cc1 (centres undefined)
→ ?	.
O=C(Nc1cccc2c1CCCC2)c1ccco1
→ ?	.
COc1cccc(C(c2c(C)[nH]n(-c3ccccc3)c2=O)c2c(C)[nH]n(-c3ccccc3)c2=O)c1O
→ 16%	3

Main list (from the top)
Second line of a record: S3 lipid droplet	S3 lipid droplet cell count max
Cc1ccc(N2C(=O)N(CC(=O)N3c4ccccc4CC3C)C(=O)C2C)cc1 (centres undefined)
→ ?	.
Cc1ccc(C(=O)Nc2ccccc2C(=O)NC(CC(=O)O)C(=O)O)cc1 (centres undefined)
→ ?	.
O=C(Nc1cccc2c1CCCC2)c1ccco1
→ ?	.
COc1cccc(C(c2c(C)[nH]n(-c3ccccc3)c2=O)c2c(C)[nH]n(-c3ccccc3)c2=O)c1O
→ 16%	3
CCOc1cc(N2CCOCC2)c(OCC)cc1NC(=O)c1ccc(-n2ccnc2)c([N+](=O)[O-])c1
→ ?	.
Cc1nn(Cc2ccccc2)c(C)c1/C=N/NC(=O)CNc1cccc(C(F)(F)F)c1
→ ?	.
CCCN1CCC(N(CCc2ccccc2)Cc2ccccc2)CC1
→ -164%	20
Cn1nnnc1SCC1=C(C(=O)O)N2C(=O)C(NC(=O)C3CC3c3ccccc3)C2SC1 (centres undefined)
→ 5%	.
CC(C)(C)OC(=O)NCc1ccc(CNC(=O)c2[nH]cnc2C(=O)NC2CCN(C(=O)OC(C)(C)C)CC2)cc1
→ -4%	-23
O=C(CN(c1ccccc1)S(=O)(=O)c1ccc(F)cc1)N1CCCCCC1
→ 9%	-3
COc1ccc(NC(=O)CSc2nc(N)c(C(=O)Nc3ccc(N(C)C)cc3)s2)cc1
→ ?	.
Cc1cc(C)cc(OCC(=O)OCC(=O)N2CCc3ccccc32)c1
→ ?	.
COc1cc(OC)cc(C(=O)NCC(=O)OCC(=O)C(C)(C)C)c1
→ ?	.
COc1ccc(S(=O)(=O)N2CCCCCC2)cc1C(=O)OC(C)C(N)=O (centres undefined)
→ 13%	6
C=CCNc1nc(-c2ccc(OC)cc2OC)cs1
→ ?	.
CC1C/C(=N/NC(=O)c2ccc(CSc3nc4ccccc4[nH]3)cc2)CC(C)(C)C1 (centres undefined)
→ ?	.
COc1ccc(CC(C(=O)Nc2cc(C)ccc2C)/C(N)=N/O)cc1 (centres undefined)
→ i	-1
O=S1(=O)C=C(SCCN2CCCC2)c2ccccc21
→ i	.
Cc1cc(C)c2c(n1)sc1c(=O)[nH]c(SCc3ccccc3)nc12
→ ?	.
CCCN1CCN(CCCNC(=O)C2CCN(c3nnc(-n4cccc4)s3)CC2)CC1
→ 5%	3
COc1ccc2c(c1)c(=O)oc1cc(OCC(=O)NC3CCCCC3)ccc12
→ 10%	27
Cc1ccccc1Sc1c(C#N)c(-c2ccccc2)nn1C
→ -25%	-8
CCOc1ccc2nc(N3C(=O)/C(=C/c4ccc(Cl)cc4)NC3=S)sc2c1
→ -9%	14
Cc1sc2nc(SCC(=O)N(C)Cc3ccccc3)n(-c3ccccc3)c(=O)c2c1C
→ i	22
Cc1cc(NC(=O)CSc2nc(=O)n3cc(Cl)ccc3n2)no1
→ 1%[0.0737 µM]	13
Cc1ccc(C(=O)c2ccccc2C(=O)OCC(=O)Nc2cccc([N+](=O)[O-])c2)cc1
→ ?	.
CCn1nnc(-c2ccc(N)cc2)n1
→ 1%	12
C=CCNC(=S)N/N=C(\C)c1ccccn1
→ ?	.
CCOC(=O)c1cn(-c2ccc(F)c(F)c2F)c2c(F)c(F)c(F)cc2c1=O
→ ?	.
O=C(N/C(=C\c1ccco1)C(=O)N1CCCC(CO)C1)c1ccccc1 (centres undefined)
→ ?	.
COc1ccc(CCN2C(=NC(=O)CCC(=O)O)SC3CS(=O)(=O)CC32)cc1 (centres undefined)
→ ?	.
COc1ccc(C(=O)NCc2ccncc2)cc1S(=O)(=O)NCc1ccc(Cl)cc1
→ -26%	5
Cc1ccc(C)c(N2CC(C(=O)OCC(=O)Nc3cc(C)on3)CC2=O)c1 (centres undefined)
→ i	15
C=CCN1C(=O)N(/C=C/C)c2cccc3cccc1c23
→ 11%	5
CCCCNC(C(=O)Nc1ccc([N+](=O)[O-])cc1Br)c1ccccc1 (centres undefined)
→ ?	.
CC(=O)Nc1ccc(N2C(=O)CSC2c2cccc(Br)c2)cc1 (centres undefined)
→ ?	.
Cn1c(CSCc2ccc(F)cc2)n[nH]c1=S
→ -10%	-14
O=C1OC(Nc2cc(Br)cc3cccnc23)c2ccccc21 (centres undefined)
→ ?	.
Cc1ccc(Nc2nc(CSc3nnc(-c4ccncc4)n3C)cs2)cc1
→ -7%	-16
Cc1cccc(NC(=O)CCCc2ccccc2)c1
→ i	-14

A draw from above in order of SMILES length, low to high.
Second line of a record: S3 lipid droplet	S3 lipid droplet cell count max
Cc1cccc(NC(=O)CCCc2ccccc2)c1
→ i	-14
COc1ccc(C(=O)NCc2ccncc2)cc1S(=O)(=O)NCc1ccc(Cl)cc1
→ -26%	5
Cc1ccc(C(=O)c2ccccc2C(=O)OCC(=O)Nc2cccc([N+](=O)[O-])c2)cc1
→ ?	.

Remaining list, next part.
Second line of a record: S3 lipid droplet	S3 lipid droplet cell count max
CCc1cccc(CC)c1NC(=O)COC(=O)c1cccc(S(=O)(=O)N2CCc3ccccc3C2)c1
→ 6%	-6
COc1ccc(-c2nc(SC(C)C(=O)NC3CC3)n[nH]2)cc1 (centres undefined)
→ 1.8µM*	-10*
O=C(NCc1ccccn1)Nc1ccc2c(c1)OCO2
→ i	.
CN(C(=O)c1cccc(COc2ccc(Cl)cc2Cl)c1)c1ccccc1
→ ?	.
CCOC(=O)N1CCN(C(=O)c2oc3ccc(S(=O)(=O)N(CC)CC)cc3c2C)CC1
→ ?	.
CCC(=O)c1ccc(/C=C/c2nc3ccccc3n2C)o1
→ 3%	3
COC(=O)c1ccccc1NC(=O)c1sc(=S)n(C)c1N
→ 23%	1
COC(=O)c1ccc2nc(NC(=O)C(C)(C)C)sc2c1
→ -13%	-18
O=C(NNC(=O)c1cc2cc(OC(F)(F)F)ccc2[nH]1)c1cccc(C(F)(F)F)c1
→ 11%	16
O=C(Cn1nc(C(F)F)cc1C1CC1)N1CCCC1
→ ?	.
COC(=O)CN(c1nc(C)c(Br)c(OC)n1)S(=O)(=O)c1ccc(C)cc1
→ ?	.
O=C(N/N=C/c1ccc2ncccc2c1)c1ccco1
→ ?	.
CCc1nnc(SCC(=O)NC2CCCCC2)nc1CC
→ i	.
CCN(CC)CCCn1c2c(c(SCC(=O)Nc3nccs3)nc1=O)CCC2
→ ?	.
Cc1ccccc1N1OC2C(=O)N(c3ccc(F)cc3)C(=O)C2C1c1ccccn1 (centres undefined)
→ ?	.
CC(=O)Oc1ccc(C(=O)Nc2cccc(C(=O)NC(C)(C)C)c2)cc1
→ ?	.
CC(C)(C)NC(=O)CSc1nnc(NC(=O)CCc2ccccc2)s1
→ ?	.
Cc1ccc(C(c2sc3nc(C)nn3c2O)N2CCN(c3ccccc3)CC2)cc1 (centres undefined)
→ ?	.
CCc1ccc(CN(C)C(=O)c2cc(COc3ccc(-n4cncn4)cc3)on2)cc1
→ i	.
Cc1cc(C)c(C(N)=O)c(NCCc2ccccc2)n1
→ i	.
COc1ccc(N(CC(=O)NC2CCCCCC2)S(=O)(=O)c2ccc(C)cc2)cc1OC
→ ?	.
CCC(C)c1ccc(N(CC(=O)NC(C)(C)C)C(=O)CNC(=O)c2cccs2)cc1 (centres undefined)
→ ?	.
CN(Cc1ccccc1Cl)C(=O)CCNC(=O)c1ccco1
→ ?	.
CCOC(=O)c1ccccc1Cc1nc2ccccc2c(=O)[nH]1
→ ?	.
CCn1c(NC(=O)c2ccc(C)cc2)c2ccccc2nc1=O
→ i	.
Cc1ccc(C2CC(=O)N(c3ccc(F)cc3)C3=C2C(=O)CCC3)cc1 (centres undefined)
→ 8%	14
c1ccc2c(Nc3ccc4c(c3)OCCO4)c3c(nc2c1)CCC3
→ -9%	13
CC1CCCCC12NC(=O)N(CC(=O)Nc1sccc1C(N)=O)C2=O (centres undefined)
→ ?	.
ONC(=Nc1ccccc1Cl)c1ccccc1Cl
→ ?	.
N#Cc1c(-c2ccccc2)cc(C2CC2)nc1SCC(=O)O
→ 1%	1
CCn1c(O)c(N=NC(=S)NCC2CCCO2)c2ccccc21 (centres undefined)
→ i	19
CCOc1ccccc1CNC(=O)C1Cc2cc(S(=O)(=O)N3CCCCC3)ccc2N1C(C)=O (centres undefined)
→ ?	.
CCN(CC)C1=N/C(=C\c2ccco2)C(=O)N1c1ccccc1
→ ?	.
CCOC(=O)c1[nH]c2ccccc2c1NC(=O)CCN1CCN(C(=O)OCC)CC1
→ ?	.
Cc1c(Cl)c(-c2n[nH]c(=S)n2-c2ccc(F)cc2)nn1C
→ 3%	0
COc1ccc(C(=O)OCC(=O)Nc2c(C)n(C)n(-c3ccccc3)c2=O)cc1OC
→ ?	.
CCC(C)c1ccc(NC(=O)N2CCOCC2)cc1 (centres undefined)
→ -13%	4
O=C(O)c1ccc(CSc2nnnn2-c2ccc(F)cc2)cc1
→ i	23
CN(C(=O)CSc1nnc(-c2cccs2)n1C1CC1)C1CCS(=O)(=O)C1 (centres undefined)
→ ?	.
O=C(N/N=C/C(Br)=C\c1ccccc1)c1cccs1
→ 1%	6

Next part.
Compound | S3 lipid droplet | S3 lipid droplet cell count max
CCCS(=O)(=O)N1CCN(Cc2ccccc2[N+](=O)[O-])CC1 | -1% | -15
Cc1ccc(-n2c(SCC(=O)NCc3ccco3)nc3c(sc4ccccc43)c2=O)cc1 | ? | .
COC(=O)c1cn(NC(=O)c2ccccc2[N+](=O)[O-])c(=O)c2ccccc12 | ? | .
CCOc1ccccc1CNc1ncnc2ccc(-c3c(C)noc3C)cc12 | ? | .
NC(=O)CCCn1c(C(=O)c2ccc(Cl)cc2)c2ccc([N+](=O)[O-])cc2[n+]1[O-] | ? | .
CC(=O)Nc1cccc(NC(=S)Nc2ccc(F)cc2F)c1 | -12% | 3
O=C1CSC2=NCN(c3ccc4c(c3)OCO4)CN12 | i | 22
Cc1cccc(OCC(=O)NC(=S)Nc2ccccc2N2CCOCC2)c1C | ? | .
CCOC(=O)c1sc(N)c(C(=O)Nc2ccccc2)c1C | -7% | -17
CC(C)Cn1nc(C(=O)NCc2ccccc2CN2CCCC2)c2ccccc2c1=O | ? | .
CN(C)S(=O)(=O)c1cccc(NC(=O)C(c2ccccc2)c2ccccc2)c1 | ? | .
CCN(CCO)Cc1cc(=O)oc2c(C)c(C)ccc12 | ? | .
COc1cc(CN2CCN(CCOCCO)CC2)cc(OC)c1OC | ? | .
Cc1cccc(NC(=O)NCC2CC2)c1 | ? | .
COc1cccc(C(=O)Nc2cc(NC(=O)c3cccs3)ccc2C)c1OC | ? | .
COCCn1c(=NC(=O)/C=C/c2ccccc2Cl)sc2cc(NC(C)=O)ccc21 | ? | .
COc1cc(NC(=O)CCn2c(=S)oc3ccccc32)cc(OC)c1OC | ? | .
O=C(CNC(=O)c1ccc(N2C(=O)c3ccccc3C2=O)cc1)OCC(=O)c1cccc2ccccc12 | ? | .
COc1cc(OC)cc(C(=O)N/N=C\c2ccoc2)c1 | -7% | 8
Cc1ccc(N(CC(=O)N/N=C/c2ccc(OC3CSC3)cc2)S(=O)(=O)c2ccccc2)c(C)c1 | ? | .
Cc1cc(=O)[nH]c2c(C)c(Cl)ccc12 | ? | .
CCOc1ccc(Br)cc1S(=O)(=O)N1CCC(C(=O)O)CC1 | 1% | 22
FC(F)(F)c1cc(N2CCN(Cc3ccccc3)CC2)c2ccccc2n1 | 20% | 4
CCOC(=O)C1=C(C)NC(C)=C(C(=O)OCC)C1C(=O)OCC(=O)NC1(C#N)CCCCC1 | 18%[0.0737 µM] | .
COc1ccccc1-n1ccnc1SCC(=O)NCc1ccco1 | 2% | 19
Cc1ccc(N=Nc2[nH]c3ccccc3c2O)cc1 | ? | .
O=C(Nc1nc(-c2ccc(Oc3ccccc3)cc2)cs1)C1=COCCO1 | -2% | 3
O=C(c1cc(-c2ccco2)nc2ccccc12)N1CCN(Cc2ccccc2)CC1 | ? | .
COc1ccccc1NCC(=O)N/N=C/c1cccnc1 | 3% | .
Nc1c(C(=O)Nc2ccc3c(c2)OCCO3)nnn1CCc1ccccc1 | -4% | 13
CCn1c(C)c(C(C)=O)c(N2CCCC2)nc1=S | ? | .
O=C(CSc1ccc(-c2ccc(Cl)cc2)nn1)Nc1ccc2c(c1)OCCO2 | -12% | -3
O=c1[nH]c(NCc2ccco2)nnc1Cc1ccccc1Cl | ? | .
COc1ccc(C(=O)c2ccc(Br)cc2)cc1 | ? | .
O=C(CCN1C(=O)c2ccccc2S1(=O)=O)N1CCN(c2ccccc2F)CC1 | ? | .
O=C(CSc1nnc(Cn2c(=O)sc3ccccc32)n1-c1ccccc1)N1CCCC1 | 4% | -6
Cc1cc(NC(=O)CN2CCN(c3ccccn3)CC2)ccc1Br | ? | .
CN1C(=O)/C(=C/c2cccc(Cl)c2)Sc2ccc(C(=O)N3CCCC3)cc21 | -2% | .
Nc1ccccc1N=Nc1ccccc1N | ? | .
Cc1c(NC(=O)c2ccc(N3C(=O)C4C5C=CC(C5)C4C3=O)cc2)c(=O)n(-c2ccccc2)n1C (centres undefined) | ? | .
CC(Sc1nc(=O)cc(N)n1CCc1ccccc1)C(=O)NCc1ccccc1 (centres undefined) | 13% | .
CC(=O)c1cc2c(cc1NC(=O)Cn1nc(-c3ccc(F)cc3)ccc1=O)OCO2 | ? | .

Compound activity: PubChem BioAssay, National Center for Advancing Translational Sciences (NCATS)
